E-selectin induc – E-selectin induction in HUVECs, primary screen, imaging, HUVEC, immunofluorescence imaging, single point. AID 686992, 2013. P16581. activation, % at 7.58 µM. normalized: neutral wells 0, TNF-alpha wells 100. actives 0.37% (n = 260,000);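 active = mean E-selectin-positive cell signal at least 10% of the positive control, reached in at least 60% of replicates, without over 20% cell loss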;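 note: in these data hits start at about 27%; measured in HUVEC primary endothelial cells; signal is the percent of cells scored E-selectin positive by PE staining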
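Test system: HUVEC | Signal: Immunofluorescence imaging | Read-out: Percent E-selectin-positive cells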
EWS-Fli inh – EWS/Fli-driven NR0B1 reporter inhibitors, primary screen, A673 cells, NR0B1 luciferase, luminescence, MLPCN library; viability-normalised; inhibition, % at 12.6 µM; actives 0.67% (n = 350,000); AID 651661, 2012;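 active = mean inhibition of at least 50% after viability correction, with every replicate also passing that limit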;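 note: firefly luciferase signal divided by Alamar Blue viability fluorescence both relative to DMSO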
XiGFP reactiv – activators of inactive X chromosome reactivation, primary screen, imaging, XiGFP fibroblasts, GFP high-content imaging, set 2; activation, % at 7.58 µM; actives 0.055% (n = 360,000); XiGFP mouse fibroblasts, % GFP-positive cells imaging, 3 d; cells co-treated with 5-aza-dC sensitizer; scaled so ellipticine positive control = 100%;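 active = mean normalized replicate activation at least 10% and every replicate at or above 10%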;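 note: 0% = median of on-plate neutral control wells and 100% = ellipticine 6 µM median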
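Material: SV40-immortalized XiGFP fibroblast cells, line 68-5-11 | Buffer or medium: DMEM containing 5-aza-dC | Dosing: One concentration, pinned | Times: 3 d treatment, 15 min room-temperature fixation | Controls: Ellipticine 6 µM positive control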
FN deposition inh – inhibitors of fibronectin matrix deposition, primary screen, AH1F cells, Alexa488-fibronectin fluorescence, plate reader; AH1F fibroblasts, overnight; inhibition, % at 12.6 µM; actives 0.086% (n = 350,000); AID 743247, 2014;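 active = mean inhibition across replicates of 30% or more, regardless of how many single replicates reach that level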;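 note: positive control wells lacked labelled fibronectin entirely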
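Material: AH1F fibroblast monolayer depositing Alexa488-labelled fibronectin into matrix / Amount: 10000 AH1F cells per well / Signal: fluorescence 485/525 nm / Medium: DMEM, 2% serum / Compound: single dose, pinned / Incubation: 1 h cell adhesion before compound, then overnight fibronectin incubation / Reagent: Alexa488-FN, 24 nM final / Read-out: inhibition of fibronectin deposition signal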
esBAF inh – Bmi1 luciferase reporter increase in mESCs, primary screen, esBAF inhibitor project, mouse ES cells, Bmi1 luciferase knock-in, single point. 24 h; 100% = twice the neutral-well signal. reporter increase, % at 12.5 µM. actives 2% (n = 350,000); in the data active = activation above about 40%;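 note: 0% = median of the plate's neutral control wells and 100% = double that signal; a rise in the Bmi1 reporter signal indicates esBAF inhibition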
RAD54 inh – inhibitors of human RAD54 branch migration, primary screen, biochemical, fluorescence, single point; DNA repair and recombination protein RAD54-like (Homo sapiens), Q92698; RAD54 Holliday junction branch migration, FAM/BHQ fluorescence; inhibition, % at 10.4 µM; actives 0.14% (n = 360,000); AID 602329, 2012;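 active = mean normalized replicate activity at least 40 and at least half of replicates scoring 40 or more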;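 note: 0% = median of neutral control wells and 100% = median of positive control wells; inhibitors cause a drop in the FAM fluorescence signal; in these data hits start at about 50%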
Target sequence (Q92698 whole entry, looked up): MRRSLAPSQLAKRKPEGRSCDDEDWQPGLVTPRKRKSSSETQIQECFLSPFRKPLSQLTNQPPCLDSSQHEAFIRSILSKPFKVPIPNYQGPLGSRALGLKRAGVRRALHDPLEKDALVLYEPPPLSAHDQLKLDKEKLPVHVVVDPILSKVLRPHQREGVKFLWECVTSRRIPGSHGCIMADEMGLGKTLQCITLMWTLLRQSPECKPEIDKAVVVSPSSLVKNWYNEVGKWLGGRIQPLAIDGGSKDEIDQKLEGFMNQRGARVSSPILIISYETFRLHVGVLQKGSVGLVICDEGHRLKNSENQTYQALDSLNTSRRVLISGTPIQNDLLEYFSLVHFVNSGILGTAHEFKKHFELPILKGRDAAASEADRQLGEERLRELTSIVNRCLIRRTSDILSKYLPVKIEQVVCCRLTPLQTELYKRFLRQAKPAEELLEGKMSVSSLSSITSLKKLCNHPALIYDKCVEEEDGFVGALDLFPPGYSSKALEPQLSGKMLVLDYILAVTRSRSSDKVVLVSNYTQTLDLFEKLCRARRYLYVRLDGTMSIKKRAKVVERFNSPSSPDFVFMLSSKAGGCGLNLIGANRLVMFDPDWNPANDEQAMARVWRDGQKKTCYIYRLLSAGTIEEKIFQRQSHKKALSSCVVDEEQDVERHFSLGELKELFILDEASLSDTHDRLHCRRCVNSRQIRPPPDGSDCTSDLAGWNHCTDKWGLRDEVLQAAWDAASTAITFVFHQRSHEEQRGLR
RAD52 inh – RAD52 DNA annealing inhibitors, primary screen, biochemical, FRET, single point, set 2. DNA repair protein RAD52 homolog (Homo sapiens), P43351. actives 0.46% (n = 360,000). AID 651710, 2012. inhibition, % at 18.7 µM. recombinant RAD52 DNA annealing, FRET fluorescence;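 active = every replicate showing at least 50% inhibition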
S100A4 inh HTS – inhibitors of S100A4-myosin IIA peptide binding, primary screen, biochemical, fluorescence polarization, TAMRA-MyoIIA peptide | Protein S100-A4 (Homo sapiens), P26447 | AID 652163, 2013 | inhibition, % at 10.7 µM | actives 0.14% (n = 360,000);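 active = mean inhibition of at least 70% across replicates, with every replicate also reaching that level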
Target sequence (P26447 whole entry, looked up): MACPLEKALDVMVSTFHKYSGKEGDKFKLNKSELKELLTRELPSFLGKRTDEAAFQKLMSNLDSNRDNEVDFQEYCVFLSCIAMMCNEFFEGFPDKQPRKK
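Test system – S100A4 monomer (human) · Compound – single-point compound testing · Schedule – 5 min incubation before reading · Probe or stimulus – TAMRA-labelled myosin IIA heavy-chain peptide probe, 5 nM · Benchmarks – neutral control DMSO, positive control TFP · Medium – Calcium-containing HEPES buffer, pH 7.2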
Starred values were filed as active, the others as inactive; nt = no result given; & = joins results of further samples.

SMILES	E-selectin induc	EWS-Fli inh	XiGFP reactiv	FN deposition inh	esBAF inh	RAD54 inh	RAD52 inh	S100A4 inh HTS
Cc1noc(C)c1NC(=O)Nc1ccc2c(c1)C(=O)N([C@@H](C)CO)C[C@@H](C)[C@H](CN(C)Cc1ccc(C(=O)Nc3ccccc3N)cc1)O2	nt	6	0.2	nt	-4	5	-3	12
CC(C)NC(=O)NCC[C@H]1CC[C@H](NC(=O)CCN2CCCCC2)[C@@H](CO)O1	-0.3	nt	-0.5	-5	-11	-4	5	-2
O=C(C[C@@H]1C=C[C@H](NC(=O)Nc2cccc(F)c2)[C@H](CO)O1)NCC1CC1	-0.1	8	0.2	2	2	-2	3	0
CN(C(=O)c1cccc(NC(=O)c2ccccc2)c1)C1CCCCC1	nt	nt	0.4	-3	2	9	-15	-14
CCN1C(=O)S/C(=C/c2cn(C)c3ccccc23)C1=O	0.9	-14	0.0	0	nt	nt	-30	-1
CN(C)C(=O)c1ccc(-c2ccc([C@@H]3[C@@H](CO)N(C(=O)C4CCCCC4)[C@H]3C#N)cc2)cc1	-0.4	13	0.1	4	29	7	-59	11
O=C(N=Nc1c(O)[nH]c2ccc(F)cc12)c1ccc(NS(=O)(=O)c2cccs2)cc1	0.9	5	0.1	5	0	-13	-6	0
C[C@@H]1CCCCO[C@H](CN(C)S(=O)(=O)c2ccc(F)cc2)[C@@H](C)CN([C@@H](C)CO)C(=O)c2cc(NS(C)(=O)=O)ccc2O1	-0.1	-7	-0.6	nt	-9	-2	-24	21
O=C1[C@H]2[C@@H](c3ccc(F)cc3)N3C(=O)N(c4ccc(C(F)(F)F)cc4)C(=O)[C@@]3(Cc3ccccc3)[C@H]2C(=O)N1C1CCCCC1	0.0	4	-0.2	3	18	8	-3	1
C=CCCN([C@H](CO)Cc1ccccc1)S(=O)(=O)c1ccccc1Br	-0.2	-32	0.1	-5	27	5	-12	16
CN(C)CC1CCCCC1OC(=O)/C=C/c1ccc(Cl)cc1Cl (stereo unspecified)	-2.5	7	0.2	-4	nt	nt	40	-2
Oc1ccccc1C1OCC2(CO1)COC(c1ccccc1O)OC2 (stereo unspecified)	nt	5	0.1	7	nt	-12	-18	5
Cc1cc(C)n(-c2ccc(C(=O)O)cc2[N+](=O)[O-])n1	nt	8	0.4	-15	-15	-1	-2	4
C[C@@H]1CCCCO[C@@H](CN(C)C(=O)Nc2ccccc2)[C@H](C)CN([C@H](C)CO)C(=O)c2cc(NC(=O)Nc3ccc(C(F)(F)F)cc3)ccc2O1	0.6	6	0.0	nt	nt	nt	-3	2
Cc1cccc2c1cnn2C(=O)CCC(=O)NCC(C)c1ccccc1 (stereo unspecified)	-1.0	1	-0.1	5	-6	-10	-14	12
O=[N+]([O-])c1nccn1C1C=CC(O)C(CO)O1 (stereo unspecified)	0.5	0	0.0	-2	nt	nt	-13	-5
CC(C(=O)Nc1cc(Cl)cc(Cl)c1)N1CCCC1 (stereo unspecified)	1.0	3	0.2	3	-1	-8	-10	-3
O=C(C[C@H]1CC[C@@H](NC(=O)Nc2ccc(C(F)(F)F)cc2)[C@H](CO)O1)NCc1ccccn1	-0.1	-4	0.1	nt	2	5	-3	0
CN(Cc1cc2ccccc2[nH]c1=O)C(=O)COc1ccccc1	-0.5	3	0.0	-1	nt	nt	-25	0
Cc1ccc(S(=O)(=O)Nc2ccccc2CNc2cccc(C)n2)cc1	nt	9	0.0	-4	nt	3	-8	3
CCOC(=O)N1CCN(C(=O)c2nn(C)c3c2CSc2ccccc2-3)CC1	-0.1	-3	0.1	4	2	-5	-10	6
Cc1cc(=O)oc2c(C)c(OC(C)C(=O)Nc3ccc(N4CCC(C)CC4)cc3)ccc12 (stereo unspecified)	nt	4	0.1	-2	0	-2	-11	-3
CCOC(=O)c1c(-c2ccccc2)csc1NC(=O)c1ccc(S(=O)(=O)N2CCOCC2)cc1	nt	0	0.0	9	-1	5	-16	-21
Cc1cc(C)cc(N(CC(=O)NC2CCCC2)C(=O)CCC(=O)Nc2cc(C)ccn2)c1	0.0	-5	0.1	2	-4	-2	-13	-6
COc1ccc2ccccc2c1CN1CCSCC1	-0.2	12	0.0	-12	-3	-1	2	-5

Part of the list above, reformatted.
Molecule: O=C(C[C@@H]1C=C[C@H](NC(=O)Nc2cccc(F)c2)[C@H](CO)O1)NCC1CC1
  E-selectin induc: -0.1
  EWS-Fli inh: 8
  XiGFP reactiv: 0.2
  FN deposition inh: 2
  esBAF inh: 2
  RAD54 inh: -2
  RAD52 inh: 3
  S100A4 inh HTS: 0
Molecule: CN(C(=O)c1cccc(NC(=O)c2ccccc2)c1)C1CCCCC1
  E-selectin induc: nt
  EWS-Fli inh: nt
  XiGFP reactiv: 0.4
  FN deposition inh: -3
  esBAF inh: 2
  RAD54 inh: 9
  RAD52 inh: -15
  S100A4 inh HTS: -14

The results go on.
SMILES	E-selectin induc	EWS-Fli inh	XiGFP reactiv	FN deposition inh	esBAF inh	RAD54 inh	RAD52 inh	S100A4 inh HTS
O=C(NCc1ccccc1)c1ccc(S(=O)(=O)Nc2cccc(C(F)(F)F)c2)cc1	nt	16	-0.1	-11	4	0	-5	0
COc1ccc(CCNc2nc(-c3ccc(O)cc3)cs2)cc1OC	nt	3	0.0	-7	2	-4	-10	0
Cc1noc(C)c1NC(=O)Nc1ccc2c(c1)C(=O)N([C@H](C)CO)C[C@@H](C)[C@@H](CN(C)C)O2	nt	5	-0.8	nt	2	-7	1	-10
COc1ncc(-c2c(-c3ccccc3OC)sc3ccccc23)cn1	-0.1	4	-0.1	5	nt	nt	-12	10
CCOC(=O)CCCNC(=O)COC(=O)c1cccc(F)c1	-0.5	0	0.1	nt	-4	0	9	-1
CN(C)CCCNC(=O)C[C@H]1CC[C@@H]2[C@@H](COc3ccc(NC(=O)NC4CCCC4)cc3C(=O)N2C)O1	0.2	6	0.2	-18	-5	nt	nt	nt
CCNC(=O)C[C@@H]1CC[C@H]2[C@@H](COC[C@@H](O)CN2C(=O)C2CC2)O1	0.2	-22	0.3	-9	3	1	7	8
N#C[C@@H]1[C@@H](c2ccc(C3=CCCC3)cc2)[C@@H](CO)N1C(=O)c1cccc(F)c1	0.0	7	-0.1	-5	0	-21	-1	-4
CCN(Cc1ccccc1)C(=O)Cc1c[nH]c2ccccc12	0.3	6	0.1	5	-3	-2	-18	3
CCCNC(=O)OCCC12CC3CC(CC(C3)C1)C2	nt	-23	0.0	-4	56*	7	5	0
Cn1c(CC(=O)c2ccc(Br)cc2)[n+](C)c2ccccc21	nt	10	0.3	9	nt	nt	-7	-5
Cn1c(N/N=C2\CCCc3ccccc32)nc2c1c(=O)n(Cc1ccccc1)c(=O)n2C	0.0	nt	0.0	1	nt	-5	nt	nt
C[C@@H]1CN([C@@H](C)CO)C(=O)Cc2cc(NS(=O)(=O)c3ccccc3)ccc2O[C@H]1CN(C)Cc1ccncc1	0.2&0.0	-6&-5	-0.1&-0.1	-26&-6	6&2	-1&-2	-152&11	0&4
COc1cc(NC(=O)COC(=O)c2ccc([N+](=O)[O-])s2)cc(OC)c1OC	nt	-10	-0.4	2	-3	2	-6	-2
COc1ccc(CC(=O)Nc2sc3c(c2C(N)=O)CCCC3)cc1OC	nt	20	nt	4	2	6	-25	-7
O=C(NCCS(=O)(=O)N1CCN(c2ccccc2F)CC1)c1ccc(Br)o1	-0.1	nt	-0.1	-3	-8	7	-6	-1
C[C@@H]1CCCCCCCCC(=O)OCCN(C(=O)OC(C)(C)C)[C@H](C)CCCCCCCCC(=O)OCCN1C(=O)OC(C)(C)C	0.8	1	0.0	-1	1	-9	-4	-3
CC(O)c1cccc(N=Cc2ccc3ccccc3c2O)c1 (stereo unspecified)	0.2	2	0.1	6	1	12	-11	0
CCN(CC)c1ccc2c(C)c(CO)c(=O)oc2c1	nt	2	0.2	5	nt	nt	-4	0
COc1ccc(-c2cc(C(=O)Nc3ccccc3O)c3ccccc3n2)cc1	-0.3	-18	0.0	-2	2	3	0	5
Cc1cc(C)nc(NC(=O)c2cc(-c3ccc4c(c3)OCO4)nc3ccccc23)c1	-0.2	2	0.0	-2	3	9	-19	-5
CCCCOc1ccc(C(=O)Nc2ccc3c(c2)C(=O)NC3=O)cc1	-1.9	-8	-0.1	-5	-10	-12	-13	2
CC1=NNC(=O)C1CCC(=O)N/N=C(\C)c1ccc(Cl)cc1 (stereo unspecified)	nt	-5	0.0	2	-6	1	-6	-1
Cc1ccc(NC(=S)NN2CCN(C)CC2)cc1	nt	nt	0.0	1	0	7	nt	nt
CCC(=O)n1nc(-c2cccnc2)nc1NCc1ccccc1	-1.8	-7	0.3	nt	nt	nt	5	4

Next structures follow:
SMILES	E-selectin induc	EWS-Fli inh	XiGFP reactiv	FN deposition inh	esBAF inh	RAD54 inh	RAD52 inh	S100A4 inh HTS
O=C(CCS(=O)(=O)c1cccs1)Nc1ccc(C(=O)NC2CCN(Cc3ccccc3)CC2)cc1	3.0	-10	0.1	1	-1	-2	-9	-4
O=C(NCC(c1ccco1)N1CCc2ccccc2C1)c1c(F)cccc1F (stereo unspecified)	nt	3	-0.1	0	5	-11	-9	18
CC(=O)Nc1c(-c2ccccc2)nc2ccc(Cl)cn12	nt	1	0.0	3	2	-8	-12	-2
COc1ccc(CNC(=O)c2ccc(NC(=O)C3=CSCCO3)cc2)cc1	nt	nt	0.0	-5	15	11	-3	-2
Cc1ccc(CNC(=O)COC(=O)c2ccc(S(=O)(=O)NCc3ccco3)cc2)cc1	nt	-3	0.1	1	1	1	-18	-1
COc1cccc(N(CC(=O)NC2CCCCC2)C(=O)Cn2nnc(-c3ccc(C)o3)n2)c1	nt	-3	0.0	3	2	6	-6	1
CC(C)c1cn(CC[C@@H]2CC[C@@H](NC(=O)C3CCCC3)[C@@H](CO)O2)nn1	1.1	2	0.0	-11	6	-4	5	1
O=C(Oc1ccc(C(=S)N2CCOCC2)cc1)c1ccc(Br)cc1	nt	nt	0.1	5	-7	-9	nt	nt
CN1CCN(c2sc(S(C)(=O)=O)nc2S(=O)(=O)c2ccc(Cl)cc2)CC1	2.5	13	0.2	5	-2	-7	0	-6
COc1ccc(CCN2C(=O)CSC2c2cccc([N+](=O)[O-])c2)cc1OC (stereo unspecified)	nt	14	0.2	-5	0	-3	7	-3
Nc1c(S(=O)(=O)c2ccccc2)csc1C(=O)O	nt	-4	0.0	1	nt	nt	-7	2
CC1(C(=O)Nc2ccccc2)Cc2ccccc2C(=O)O1 (stereo unspecified)	1.0	-6	0.2	1	-4	6	1	-1
CC(C)(C)n1cnc2cc(NC(=O)c3ccco3)ccc21	0.1	-63	0.3	0	22	-12	-24	2
CC(C)(C)c1ncc(S(=O)(=O)c2ccc(C(F)(F)F)cn2)c(N)n1	nt	9	0.1	7	nt	nt	-8	-3

Screening data: PubChem BioAssay, Broad Institute
